Screening data (PubChem BioAssay)
SIAE primary – human SIAE inhibitors, primary screen, biochemical, fluorescence polarization, FP-Rh probe, 1536-well HTS; Sialate O-acetylesterase (Homo sapiens), Q9HAT2; SIAE FP-Rh probe binding; inhibition, % at 9.66 µM; hit rate 0.69% among 370,000;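 active = inhibition above a cutoff: mean of compounds within the control limits plus 3 SD of those, cut at about 17% in these data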;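 note: 0% = plate median of compound wells and 100% = probe without SIAE protein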
Target sequence (Q9HAT2 whole entry, looked up): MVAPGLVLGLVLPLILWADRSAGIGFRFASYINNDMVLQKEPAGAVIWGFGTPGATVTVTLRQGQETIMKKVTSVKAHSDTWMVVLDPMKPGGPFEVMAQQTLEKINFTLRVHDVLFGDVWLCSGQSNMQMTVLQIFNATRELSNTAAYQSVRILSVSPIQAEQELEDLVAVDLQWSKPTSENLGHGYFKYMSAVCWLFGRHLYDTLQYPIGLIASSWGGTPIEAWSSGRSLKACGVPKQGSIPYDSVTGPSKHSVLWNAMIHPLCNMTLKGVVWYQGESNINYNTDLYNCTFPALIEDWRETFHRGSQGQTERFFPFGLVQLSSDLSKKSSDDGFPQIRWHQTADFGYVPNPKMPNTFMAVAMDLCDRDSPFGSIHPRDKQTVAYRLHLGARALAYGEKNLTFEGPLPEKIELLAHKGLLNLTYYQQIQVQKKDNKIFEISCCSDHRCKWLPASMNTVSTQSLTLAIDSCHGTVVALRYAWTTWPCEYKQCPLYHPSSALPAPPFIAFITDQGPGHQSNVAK
ABHD4 inh – ABHD4 inhibitors, primary screen, biochemical, fluorescence polarization, mouse. hit rate 0.54% among 370,000. (Lyso)-N-acylphosphatidylethanolamine lipase (Mus musculus), Q8VD66. inhibition, % at 8.92 µM. purified mABHD4, FP-Rh probe fluorescence polarization. AID 720543, 2013;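 active = inhibition exceeding the mean over every tested compound plus 3 SD, cut at about 30% in these data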;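 note: 0% = plate median of compound wells and 100% = S159A mutant with DMSO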
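System: mouse ABHD4 enzyme, wild type / Medium: HEPES pH 7.0, NaCl, Pluronic buffer / Reagent: FP-Rh activity-based fluorescent probe / Control set: S159A mutant high control, sample median low control / Detection: fluorescence polarization with parallel and perpendicular emission, 525/598 nm / Schedule: 45 min + 60 min at 25 °C / Compound dosing: 8.92 µM, single dose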
PRMT1 FP inh – PRMT1 methyltransferase inhibitors, primary screen, biochemical, fluorescence polarization; inhibition, % at 2.79 µM; AID 652257, 2013; hit rate 1.3% among 370,000; recombinant PRMT1, activity-based probe fluorescence polarization;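 active = inhibition above about 21% made by adding two undisclosed values, limit read from the data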
Target sequence (Q99873 whole entry, looked up): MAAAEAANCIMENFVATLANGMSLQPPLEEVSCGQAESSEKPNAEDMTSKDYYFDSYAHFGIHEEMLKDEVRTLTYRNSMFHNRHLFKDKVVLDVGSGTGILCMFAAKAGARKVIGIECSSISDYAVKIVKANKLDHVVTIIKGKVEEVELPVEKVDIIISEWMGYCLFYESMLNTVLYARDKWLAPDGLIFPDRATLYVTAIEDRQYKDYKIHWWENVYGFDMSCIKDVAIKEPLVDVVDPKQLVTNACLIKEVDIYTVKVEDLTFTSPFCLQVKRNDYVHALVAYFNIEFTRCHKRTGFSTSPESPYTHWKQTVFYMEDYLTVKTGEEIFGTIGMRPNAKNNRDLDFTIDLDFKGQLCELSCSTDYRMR
HTRA1 inhibitor – HTRA1 serine protease inhibitors, primary screen, biochemical, fluorescence polarization, HTS; Q92743; inhibition, % at 5.96 µM; AID 504803, 2011; recombinant HTRA1, FP-rhodamine activity-based probe; hit rate 0.5% among 340,000; in the data active = inhibition above about 36%;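 note: 0% = enzyme with DMSO and 100% = wells lacking enzyme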
UHRF1 binding – UHRF1 methylated DNA binding inhibitors, primary screen, counter-screen for MBD2 inhibitor project, biochemical, TR-FRET, human UHRF1, single concentration; E3 ubiquitin-protein ligase UHRF1 (Homo sapiens), Q96T88; UHRF1 binding to methylated oligo; inhibition, % at 4.4 µM; hit rate 0.75% among 370,000; in the data active = inhibition above about 21%;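 note: UHRF1 SRA domain binding a hemimethylated CpG hairpin DNA probe; 0% = median of test compound wells and 100% = reference inhibitor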
GC-B act – human GC-B receptor activators, primary screen, HEK293 GC-B cells, cGMP TR-FRET, EC30 CNP | hit rate 0.11% among 370,000 | 0% at EC30 CNP, 100% saturating CNP | Atrial natriuretic peptide receptor 2 (Homo sapiens), P20594 | activation, % at 10 µM;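 active = activation at 10 µM reaching about 35% in either raw or pattern-adjusted values, limit read from the data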
MBD2 DNA inh – inhibitors of MBD2 binding to methylated DNA, primary screen, biochemical, TR-FRET, DNA-binding domain, human | AID 686964, 2013 | inhibition, % at 4.4 µM | Methyl-CpG-binding domain protein 2 (Homo sapiens), Q9UBB5 | MBD2 binding to methylated oligonucleotide | hit rate 0.31% among 370,000; in the data active = inhibition above about 13%
NPR1 activator – GC-A stimulated cGMP production enhancers – HEK293 GC-A cells, cGMP TR-FRET, EC30 ANP, primary screen; Atrial natriuretic peptide receptor 1 (Homo sapiens), P16066; hit rate 0.14% among 370,000; activation, % at 10 µM; 0% at EC30 ANP, 100% saturating ANP; AID 1671463, 2021; in the data active = activation above about 40%
rCAG RNA binder – binders of r(CAG) RNA repeats, primary screen, biochemical, fluorescence; r(CAG) RNA repeat, TO-PRO-1 dye displacement fluorescence; inhibition, % at 3 µM; hit rate 1.3% among 370,000; AID 651821, 2012;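 active = inhibition above the plate cutoff, the mean of all test compounds on that plate plus 3 SD, cut at about 35% in these data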;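 note: 0% = DMSO alone and 100% = 100 µM mitoxantrone as full dye displacement; higher means more dye released from RNA so lower well fluorescence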
TCR CD3 inh – inhibitors of human TCR-CD3 interaction, primary screen, biochemical, fluorescence, TAMRA-labeled TCR probe; AID 651800, 2012; T-cell receptor (TCR); hit rate 0.37% among 360,000; inhibition, % at 9.4 µM; in the data active = inhibition above about 19%;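 note: recombinant mutant TCR 2C K166C tagged with TAMRA read by polarization; 0% = receptor in buffer alone and 100% = receptor with positive control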
Starred values were filed as active, the others as inactive; / = no result given. This is a subset; the hit share may differ from the screen's.

entry	Molecule	SIAE primary	ABHD4 inh	PRMT1 FP inh	HTRA1 inhibitor	UHRF1 binding	GC-B act	MBD2 DNA inh	NPR1 activator	rCAG RNA binder	TCR CD3 inh
1	Cc1ccc(-c2nnc(CN3CCN(C)CC3)o2)cc1	-7	3	2	4	2	-6	4	4	-3	-4
2	O=C(CSc1nn(-c2ccc(Cl)cc2)c(=S)s1)NCC1CCCO1 (centres undefined)	4	-4	-4	1	-1	0	-3	4	-3	4
3	Cc1nc(C(F)(F)F)c(C(=O)N/N=C(\N)c2ccccn2)s1	-9	5	0	3	3	-3	6	5	0	-6
4	Cc1cc(C)cc(OCC(O)Cn2nc(C)cc2C)c1 (centres undefined)	-2	-5	2	3	0	-7	0	-10	-6	-1
5	COCCn1c(=O)[nH]c2cc(C(=O)NCCN3CCN(c4ccccc4F)CC3)ccc2c1=O	1	1	-4	2	2	10	-1	1	-1	-3
6	CCOc1ccc(C(c2c(O)nc(SC)[nH]c2=O)c2c(O)nc(SC)[nH]c2=O)cc1	-1	7	14	/	1	3	6	0	2	2
7	CC(C)n1cc(-c2ccc(Cl)cc2)cc(C#N)c1=O	6	-4	0	-7	-3	0	4	5	-1	6
8	CCCN(Cc1ccccc1)C(=S)Nc1ccc(OC(F)F)cc1	-2	0	1	3	-3	4	-5	0	-1	7
9	CCOC(=O)[C@]12CCCC3=C1N(CCC3)C(=O)[C@@H](CC(=O)NCCCOC)C2	2	-3	-6	/	2	5	-1	2	0	/
10	CCN1C(=O)C(CC(=O)Nc2ccccc2Cl)N(NC(=O)c2cccc(F)c2)C1=S (centres undefined)	-9	20	2	-20	1	3	4	1	0	-5

Filtered by structure: the entries above with an aryl thioether with sulfur outside any ring (2)
entry	Molecule	SIAE primary	ABHD4 inh	PRMT1 FP inh	HTRA1 inhibitor	UHRF1 binding	GC-B act	MBD2 DNA inh	NPR1 activator	rCAG RNA binder	TCR CD3 inh
2	O=C(CSc1nn(-c2ccc(Cl)cc2)c(=S)s1)NCC1CCCO1 (centres undefined)	4	-4	-4	1	-1	0	-3	4	-3	4
6	CCOc1ccc(C(c2c(O)nc(SC)[nH]c2=O)c2c(O)nc(SC)[nH]c2=O)cc1	-1	7	14	/	1	3	6	0	2	2

More entries:
entry	Molecule	SIAE primary	ABHD4 inh	PRMT1 FP inh	HTRA1 inhibitor	UHRF1 binding	GC-B act	MBD2 DNA inh	NPR1 activator	rCAG RNA binder	TCR CD3 inh
11	CC(C)Sc1nc(N)nc2c1ncn2C1OC(CO)C(O)C1O (centres undefined)	-1	6	-3	0	0	2	0	3	0	-3
12	O=C(Cn1c(CC(=O)N2CCCC2)nc2ccccc21)NCc1ccccc1	0	6	4	2	-3	-1	-5	1	0	4
13	COc1ccccc1N1CCN(c2cnccn2)CC1	-3	-4	-1	-2	1	0	-5	2	-6	-9
14	CN1C(=O)c2ccc(C(=O)NCc3ccco3)cc2C1=O	-2	4	2	1	1	5	6	-4	-4	-8
15	COc1cc(OC)cc(C(=O)NCc2ccc3c(c2)OCO3)c1	-4	-2	1	2	0	7	1	-3	-5	-3
16	CC(C)CNC(=O)c1cc(=O)[nH]c2ccc(S(=O)(=O)Nc3ccc(F)cc3)cc12	-5	2	5	1	3	1	1	3	6	-7
17	CC1=NN(Cc2ccccc2)C(=O)C1C(c1ccc(Cl)cc1)C(C#N)C#N (centres undefined)	8	83*	4	33	-6	-2	-1	1	22	-8
18	Nc1nonc1-n1nnc(C(=O)N/N=C/c2ccc(O)cc2)c1COc1ccc(F)cc1	-8	-5	1	-6	-2	1	-2	-1	14	-5
19	O=C(Nc1cccc(Cl)c1)Nc1cnccn1	-4	1	-2	-2	-2	-7	-6	-7	2	2
20	CC1(C)C(C=C(Cl)Cl)C1C(=O)Nc1ccc([N+](=O)[O-])cc1 (centres undefined)	-27	-26	-3	/	0	-2	-3	3	10	7
21	CSc1ccc(C=NNC(=O)c2cc(-c3ccc(Cl)cc3)n[nH]2)cc1	-5	-2	-3	/	-1	-3	-4	-5	5	/
22	COc1ccc(C2/C(=C(/O)c3ccc4c(c3)CC(C)O4)C(=O)C(=O)N2CCCn2ccnc2)cc1 (centres undefined)	3	4	0	1	-1	3	4	5	6	1
23	COC(=O)NC1c2ccccc2Oc2ccccc21	-1	-4	6	-7	0	-1	3	2	0	0
24	Cc1nc(Cl)c(C#N)c2c1CCCC2	-3	2	2	7	-2	3	-3	4	2	7
25	Cc1[nH]nc2c1C(c1ccc(Cl)cc1)C(C#N)=C(N)O2 (centres undefined)	-5	16	0	7	-6	5	-4	2	0	11
26	CC1=C(C(=O)OC(C)C)C(c2cccs2)N2C(=O)CCSC2=N1 (centres undefined)	1	-12	-1	-13	0	2	8	2	2	4
27	CCn1ncc(Br)c1C(=O)Nc1sc2c(c1C(=O)OC)CCC2	-4	-10	6	-2	1	-3	7	-6	3	0
28	O=C(C1CCN(S(=O)(=O)c2ccc3[nH]c(=O)oc3c2)CC1)N1CCCN(Cc2ccccc2)CC1	10	6	-1	/	-1	2	0	2	19	/
29	COc1ccc(-c2nnn(CC(=O)Nc3sc4c(c3C#N)CCCC4)n2)cc1	6	-6	0	-4	0	-6	-2	-1	3	1
30	CC(C)CC1(C)NC(=O)N(CC(=O)Nc2ccccc2Br)C1=O (centres undefined)	2	1	1	0	-2	4	0	-4	-1	-4
31	CNC(=O)c1[nH]cnc1C(=O)N[C@@H](Cc1ccccc1)C(=O)OCc1ccccc1	-7	-5	-1	-21	-4	-9	6	-11	-2	1
32	O=C(CSc1nnc(-c2ccccc2)o1)NC1CCCC1	-2	2	2	-7	3	-2	6	4	-3	-4
33	CCN1CCN(c2ccc(NC(=O)c3ccc4c(c3)OCCO4)cc2C)CC1	7	0	-1	3	-2	2	-8	-1	-5	-1
34	C=CCOc1nc2c(c(=O)n(C)c(=O)n2C)n1Cc1c(Cl)cccc1Cl	3	-3	-2	5	0	4	4	8	1	-7
35	COC(CNC(=O)CCCn1nnnc1CN1CCOCC1)c1cccs1 (centres undefined)	-1	-4	3	9	2	1	-3	-4	-2	-6
36	CCN1CCCC1CNC(=O)c1ccc2c(c1)NC(=O)/C(=C\c1ccc(C)cc1)S2 (centres undefined)	-19	10	5	-59	-1	-4	2	10	14	5
37	c1ccc(-c2nnc3ccc(N4CCCC4)nn23)cc1	7	-3	4	-3	-2	-2	-5	9	-1	2
38	Oc1ccccc1C1N=C(c2ccccc2)NC(c2ccccc2)=N1	-3	-2	-3	-10	-3	-20	3	-33	6	-1
39	CC12CN3CCN(CC(C3)C1(O)CN1CCOCC1)C2 (centres undefined)	1	3	-1	1	2	6	-1	3	-1	-7
40	COC(=O)C[C@@H]1C=C[C@@H](NC(=O)c2ccc3c(c2)OCO3)[C@@H](CO)O1	3	-1	-5	/	8	2	-2	1	0	-7
41	Cc1ccc(C(=O)OCC(=O)NNC(=O)c2cccs2)c(O)c1	-10	4	1	-3	-2	0	0	6	2	11
42	C/C=C/c1ccc(Oc2nnnn2-c2ccc(C(=O)O)cc2)c(OC)c1	4	-10	-1	4	0	-2	2	5	11	4
43	COc1ccc([N+](=O)[O-])cc1NC(=O)CSc1nccc(C)n1	5	-1	8	-2	2	2	1	7	11	2
44	CN1CCN(C(=S)c2cn(CCOc3ccccc3)c3ccccc23)CC1	5	0	-3	5	-5	-3	-2	-7	-6	7
45	O=C(NCCc1c[nH]c2ccccc12)c1ccc(Cl)cc1	8	-5	0	-3	1	-4	5	-5	-1	4
46	Cn1c(CN2CCOCC2)nnc1SCC(=O)Nc1cc(Cl)ccc1Cl	0	-5	4	3	-1	3	-7	8	-4	-9
47	CC1(C)CC(Nc2ccc(Nc3ccccc3)cc2)CC(C)(C)N1	20*	21	23*	42*	2	-5	0	-7	3	5
48	CCOC(=O)c1ccc(Oc2nc(N(C)C)nc(N(C)C)n2)cc1	0	-6	0	-11	-2	-3	-4	-5	-9	5
49	COC(=O)c1cc2c(c3c4ccccc4n(S(=O)(=O)c4ccc(C)cc4)c13)C(=O)N(CC(C)C)C2	10	5	1	/	-1	1	-5	0	19	-6
50	N#Cc1ccc(OCC(=O)Nc2cc(S(=O)(=O)N3CCOCC3)ccc2N2CCCC2)cc1	0	0	0	/	1	4	3	-1	7	6
51	CC1CN(Cc2ccco2)C(=S)N(c2ccccc2)C1=O (centres undefined)	0	-6	6	9	2	1	1	-2	4	-4
52	O=C(COc1ccccc1)Nc1nc2cc3c(cc2s1)OCO3	-9	36*	-4	-3	-15	-2	-3	2	5	5
53	O=C(OCN1C(=O)C(=O)c2ccccc21)c1ccc(Cl)cc1	3	1	3	0	-2	-13	-1	-42	3	0
54	CCc1noc(C)c1C(=O)N1CCCC(C(=O)c2cc(F)ccc2OC)C1 (centres undefined)	3	-4	-2	3	-1	2	2	-1	-5	5
55	COc1ccc(C2=NS(=O)(=O)N(C)C(C(=O)NCc3ccccn3)=C2)cc1OC	-2	6	2	-2	-3	2	-6	1	3	-5
56	Cc1ccc(S(=O)(=O)NC(=NC(Cc2ccccc2)C(=O)O)c2ccccc2)cc1 (centres undefined)	10	7	2	-1	0	3	1	4	11	-7
57	COCCC1CCCCN1C(=O)c1cc(COc2ccc(-n3cncn3)cc2)on1 (centres undefined)	2	-2	0	0	0	1	1	0	-10	2
58	C[C@H]1CN=C(Nc2ccccc2)N1CCC1CCCC1	-4	-7	1	2	0	0	-1	0	6	-3
59	CN(CCCC(=O)Nc1ccc(OC(F)F)cc1)S(=O)(=O)c1ccc(F)cc1	10	-2	-1	0	0	1	1	0	12	-3
60	O=C(NN=CC=Cc1ccccc1)C(O)C(O)C(=O)NN=CC=Cc1ccccc1 (centres undefined)	-5	-5	4	2	-3	-7	4	-6	3	4

Additional records:
entry	Molecule	SIAE primary	ABHD4 inh	PRMT1 FP inh	HTRA1 inhibitor	UHRF1 binding	GC-B act	MBD2 DNA inh	NPR1 activator	rCAG RNA binder	TCR CD3 inh
61	C/C(=N\NC(=S)NC1CCCCC1)c1ccc(C)o1	7	4	-1	-2	10	-7	2	-1	-5	2
62	CC1=NN(c2ccccc2)C(=O)/C1=C\c1cc(C)n(C)c1C	3	2	-3	0	-10	-6	-6	-4	4	12
63	CCCN1CCC(=NNC(=O)c2ccc(Br)o2)CC1	1	0	3	-1	-3	-3	-3	0	-1	0
64	CCOC(=O)NC(=O)C(=CNNc1ncc(C(F)(F)F)cc1Cl)C(=O)NC(=O)OCC	3	-3	-3	2	-2	-4	-1	0	1	5
65	CCC(C(=O)N1CCN(c2ncccn2)CC1)c1ccccc1 (centres undefined)	-2	-5	-3	3	0	2	-5	-2	-7	5
66	CC(C)NC(=O)c1cnc(N2CCN(c3ccccn3)CC2)c2ccccc12	2	7	2	1	-3	-2	-2	-6	-2	-9
67	CC(C)(CNS(=O)(=O)c1cccs1)N1CCOCC1	0	-3	3	3	0	5	0	3	0	5
68	COCCN=c1scc(-c2ccco2)n1/N=C/c1ccc(O)c(O)c1O	28*	60*	40*	68*	6	3	2	-1	48*	26*
